# CASP6 VEID inh – inhibitors of human caspase-6 | purified caspase-6, Z-VEID-R110 cleavage fluorescence | 350,000 tested, 0.53% active | P55212 | inhibition, % at 12.5 µM | AID 686996;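 active = mean inhibition across replicates at least about 35%, with every replicate also reaching that limit, limit read from the data; inconclusive = only one of the two criteria met; inactive = neither criterion met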;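 note: 0% = median of neutral control wells and 100% = no fluorescence left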
# Target sequence (P55212 24-179 limits assumed): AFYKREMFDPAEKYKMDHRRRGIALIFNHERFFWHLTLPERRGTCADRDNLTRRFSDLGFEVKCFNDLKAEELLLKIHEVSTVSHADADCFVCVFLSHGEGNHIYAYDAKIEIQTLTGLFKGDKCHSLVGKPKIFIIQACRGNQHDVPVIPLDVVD
# Target sequence (P55212 194-293 limits assumed): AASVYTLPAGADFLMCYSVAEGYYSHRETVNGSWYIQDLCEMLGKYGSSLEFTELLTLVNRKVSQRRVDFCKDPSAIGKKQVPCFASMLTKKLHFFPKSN
# ARNT-TACC3 inh – ARNT/TACC3 interaction disruption; Q9Y6A5; inhibition, % at 9.99 µM; 390,000 tested, 0.66% active; AlphaScreen His-ARNT PAS-B/GST-TACC3 binding, luminescence; TACC3 fragment carries E629A point mutation;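 active = mean inhibition of replicates at least 50% and at least half of replicates each reaching 50%; inconclusive = half or more replicates reach 50% but mean below 50%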;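 note: 0% = complete ARNT plus TACC3 wells and 100% = ARNT alone without TACC3; many hits fall short of the cut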
# LGR2 inh – inhibitors of bursicon-induced Drosophila LGR2 receptor cAMP signaling | HEK293 LGR2, CRE-luciferase, bursicon-stimulated, 4 h | inhibition, % at 9.99 µM | 380,000 tested, 0.35% active | AID 720647;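 active = drop in luminescence signal, shown as inhibition above about 50% in the replicate tests, limit read from the data, passing the limit was not always enough; inconclusive = probably only some replicates passing the limit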;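 note: agonist challenge used bursicon conditioned medium at about half maximal strength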
# PAX8 reporter – inhibitors of PAX8 transcriptional activity in RMG-I cells; 360,000 tested, 1.2% active; RMG-I TPO-luciferase reporter, SteadyGlo, 24 h; inhibition, % at 12.6 µM; AID 652154;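 active = mean replicate inhibition at least 60% with every replicate also reaching 60%; inconclusive = only one of the two criteria is met; inactive = mean below 60% and not all replicates reaching 60%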;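 note: luciferase light reporting Pax8 driven TPO promoter activity; plate controls were median of neutral control wells for no effect and mitoxantrone controls for full effect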
# EWS-Fli inh – blocks EWS/Fli oncoprotein-driven transcription; A673 NR0B1-luciferase reporter, viability-normalised; inhibition, % at 12.6 µM; 350,000 tested, 0.67% active; AID 651661;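 active = mean inhibition of at least 50% after viability correction, with every replicate also passing that limit; inconclusive = mean reaches 50% but only one of two replicates passes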;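 note: firefly luciferase signal divided by Alamar Blue viability fluorescence both relative to DMSO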
# SIRT5 inh – sirtuin-5 (human) deacylase inhibition | Q9NXA8 | Purified SirT5, succinyl-peptide AMC, trypsin-coupled fluorescence | inhibition, % at 15 µM | 330,000 tested, 1.1% active; in the data active = inhibition above about 15%; inconclusive = no clear call, values can overlap the other calls
# Target sequence (Q9NXA8 whole entry, looked up): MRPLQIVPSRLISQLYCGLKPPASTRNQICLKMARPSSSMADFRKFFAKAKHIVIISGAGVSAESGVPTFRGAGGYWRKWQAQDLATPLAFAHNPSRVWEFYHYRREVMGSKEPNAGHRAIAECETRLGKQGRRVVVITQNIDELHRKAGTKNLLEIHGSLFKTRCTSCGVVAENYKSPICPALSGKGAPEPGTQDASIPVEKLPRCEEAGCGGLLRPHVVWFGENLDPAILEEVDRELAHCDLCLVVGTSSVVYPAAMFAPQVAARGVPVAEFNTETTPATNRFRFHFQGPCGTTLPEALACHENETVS
# DENV2 CPE rescue – inhibitors of DENV2 cytopathic effect | DENV2-infected cells, cytopathic effect rescue, plate reader | CPE inhibition, % at 9.99 µM | 350,000 tested, 1.7% active | AID 651640; in the data active = CPE inhibition above about 20%, passing the limit was not always enough; inconclusive = no clear call, values can overlap the other calls; tested in BHK-21 cells;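 note: 0% = median of neutral control wells and 100% = median of positive control wells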
# Starred values were filed as active, the others as inactive; ? = inconclusive; nt = not tested or not shown.
1	COC(=O)/C(=C1/Oc2ccc(C(C)(C)C)cc2S1)C(F)(F)F
2	O=C1CN(S(=O)(=O)c2ccccc2)C[C@H]2[C@@H](c3ccc(Br)cc3)[C@H](CO)N12
3	O=C1CN(Cc2ccc(F)cc2)C[C@@H]2[C@@H](c3ccc(-c4ccccc4F)cc3)[C@@H](CO)N12
4	O=C(C[C@H]1C=C[C@H](NC(=O)Nc2cc(F)ccc2F)[C@@H](CO)O1)NCc1ccccn1
5	CCC1(c2ccccc2)ON(c2c(Br)cccc2Br)C1=O (stereo unspecified)
6	COCC(=O)N(C)C[C@H]1Oc2ncc(C#Cc3cccnc3)cc2C(=O)N([C@@H](C)CO)C[C@H]1C
7	O=C1CN(C(=O)N[C@@H](Cc2ccccc2)C(=O)N[C@H](Cc2ccccc2)C(=O)O)c2ccccc2N1
8	C=CCN(C/C(=N\O)c1sc(C(=O)OCC)nc1C)c1cccc(Br)c1
9	C[C@@H]1CN([C@@H](C)CO)C(=O)Cc2cc(NC(=O)NC3CCCCC3)ccc2O[C@H]1CN(C)C(=O)Nc1cccc2ccccc12
10	CCOc1ccc2nc(NC(=O)CN3C(=O)C4CCCCC4C3=O)sc2c1 (stereo unspecified)
assay / compound,1,2,3,4,5,6,7,8,9,10
CASP6 VEID inh,0,-4,-1,-2,-1,-1,2,nt,-1,3
ARNT-TACC3 inh,-6,nt,nt,-5,-1,-2,-3,-1,0,4
LGR2 inh,-50,12,-15,-7,0,-3,-1,-6,10,-20
PAX8 reporter,-13,-20,15,-4,18,nt,nt,8,20,nt
EWS-Fli inh,-34,-1,2,-1,23,4,-4,-93,11,-55
SIRT5 inh,-5,-2,3,1,nt,-2,-2,nt,-5,1
DENV2 CPE rescue,-5,-9,20,16,?,-5,-22,nt,-6,9

11	Cn1c(NCCc2ccncc2)nc2cc(-c3ccccc3)sc2c1=O
12	Cc1cc(NC(=O)c2ccc3[nH]c(C)c(C)c3c2)ccn1
13	COc1cc(-n2c(C)nc3ncn(-c4ccccc4)c3c2=O)cc(OC)c1OC
14	O=C(C1=COCCO1)N1CCN(S(=O)(=O)c2cccc(F)c2)CC1
15	O=C(Nc1ccc(Cl)cc1)N[C@@H]1CC[C@H](CCn2cc(Cc3ccccc3)nn2)O[C@H]1CO
16	O=C(COc1ccccc1Cl)NCCCNC(=O)c1ccco1
17	CC(=O)C1CCC2C3CCC4=CC(=O)CCC4(C)C3(F)C(O)CC12C (stereo unspecified)
18	COc1ccccc1C(=O)Nc1ccc(OCC(=O)N2CCCCC2C)cc1 (stereo unspecified)
19	Clc1ccc(-c2nc(C3CCCCC3)no2)cc1
20	Cc1cc(NC(=O)CSc2nnc(C(F)(F)F)n2C)no1
assay / compound,11,12,13,14,15,16,17,18,19,20
CASP6 VEID inh,3,-4,2,6,4,-4,1,-2,-2,2
ARNT-TACC3 inh,nt,11,nt,17,2,5,-6,-3,-3,-13
LGR2 inh,-51,-29,-11,-6,13,3,12,1,-14,14
PAX8 reporter,-55,-33,-2,-1,28,-2,-7,-27,-144,-17
EWS-Fli inh,-61,-12,2,0,-3,-11,2,-20,-107,-3
SIRT5 inh,-5,-2,nt,0,10,0,-2,-1,-1,-4
DENV2 CPE rescue,-2,0,?,-2,-2,0,-13,-1,-2,1

21	COc1cccc(S(=O)(=O)N2C[C@@H](O)COC[C@H]3O[C@H](CC(=O)N4CCCCC4)CC[C@@H]32)c1
22	O=C1COc2ccc(C(=O)COC(=O)c3ccccn3)cc2N1
23	O=C1C=CC(=O)c2c(O)c(N3CCN(CCOCCO)CC3)c(Br)c(O)c21
24	C[C@@H]1CCCCO[C@H](CN(C)C(=O)C2CCCCC2)[C@@H](C)CN([C@H](C)CO)C(=O)c2cc(NC(=O)C3CCCCC3)ccc2O1
25	O=C(c1ccc(F)cc1)N1CC[C@@H]2[C@@H](CO)Nc3ccc(-c4ccccc4F)cc3[C@@H]21
26	O=C(NC1CCCCC1)C(c1ccccc1)N(C(=O)Cc1ccsc1)c1ccccc1 (stereo unspecified)
27	COc1ccc2c3c(n(C)c2c1)[C@H](CO)N(C)CC31CN(C(=O)c2cccnc2)C1
28	COC(=O)C1=C(C)N(Cc2ccc(C(F)(F)F)cc2)C(=NCc2ccc(C(F)(F)F)cc2)NC1c1cccc(C(F)(F)F)c1 (stereo unspecified)
29	COc1ccc(-c2oc3ccc(N4CCOCC4)cc3c2C#CC2(O)CCCCC2)cc1
30	CC1CCCC(NC(=O)COC(=O)c2cc(=O)[nH]c3ccccc23)C1C (stereo unspecified)
31	Cc1ccc(S(=O)(=O)c2cn(C)c3cc(N4CCOCC4)c(F)cc3c2=O)cc1
32	O=C(c1ccc(NC(=S)NCc2ccco2)cc1)N1CCOCC1
assay / compound,21,22,23,24,25,26,27,28,29,30,31,32
CASP6 VEID inh,-4,-2,97*,4,4,nt,9,-3,-3,-1,6,4
ARNT-TACC3 inh,-9,7,17,-25,4,-11,nt,nt,nt,-4,-3,0
LGR2 inh,6,11,6,-3,16,-4,6,-15,-42,-5,-5,8
PAX8 reporter,1,-13,97*,1,14,nt,-12,35,-2,5,-1,-7
EWS-Fli inh,4,-1,?,-7,-11,4,-7,49,-6,4,-28,-7
SIRT5 inh,2,2,-2,-2,5,1,0,nt,4,-2,-5,nt
DENV2 CPE rescue,-10,9,-1,8,-15,9,4,2,15,-2,6,nt

# A draw from above in order of molecular weight, high to low:
28	COC(=O)C1=C(C)N(Cc2ccc(C(F)(F)F)cc2)C(=NCc2ccc(C(F)(F)F)cc2)NC1c1cccc(C(F)(F)F)c1 (stereo unspecified)
24	C[C@@H]1CCCCO[C@H](CN(C)C(=O)C2CCCCC2)[C@@H](C)CN([C@H](C)CO)C(=O)c2cc(NC(=O)C3CCCCC3)ccc2O1
21	COc1cccc(S(=O)(=O)N2C[C@@H](O)COC[C@H]3O[C@H](CC(=O)N4CCCCC4)CC[C@@H]32)c1
23	O=C1C=CC(=O)c2c(O)c(N3CCN(CCOCCO)CC3)c(Br)c(O)c21
26	O=C(NC1CCCCC1)C(c1ccccc1)N(C(=O)Cc1ccsc1)c1ccccc1 (stereo unspecified)
29	COc1ccc(-c2oc3ccc(N4CCOCC4)cc3c2C#CC2(O)CCCCC2)cc1
31	Cc1ccc(S(=O)(=O)c2cn(C)c3cc(N4CCOCC4)c(F)cc3c2=O)cc1
18	COc1ccccc1C(=O)Nc1ccc(OCC(=O)N2CCCCC2C)cc1 (stereo unspecified)
30	CC1CCCC(NC(=O)COC(=O)c2cc(=O)[nH]c3ccccc23)C1C (stereo unspecified)
17	CC(=O)C1CCC2C3CCC4=CC(=O)CCC4(C)C3(F)C(O)CC12C (stereo unspecified)
20	Cc1cc(NC(=O)CSc2nnc(C(F)(F)F)n2C)no1
22	O=C1COc2ccc(C(=O)COC(=O)c3ccccn3)cc2N1
assay / compound,28,24,21,23,26,29,31,18,30,17,20,22
CASP6 VEID inh,-3,4,-4,97*,nt,-3,6,-2,-1,1,2,-2
ARNT-TACC3 inh,nt,-25,-9,17,-11,nt,-3,-3,-4,-6,-13,7
LGR2 inh,-15,-3,6,6,-4,-42,-5,1,-5,12,14,11
PAX8 reporter,35,1,1,97*,nt,-2,-1,-27,5,-7,-17,-13
EWS-Fli inh,49,-7,4,?,4,-6,-28,-20,4,2,-3,-1
SIRT5 inh,nt,-2,2,-2,1,4,-5,-1,-2,-2,-4,2
DENV2 CPE rescue,2,8,-10,-1,9,15,6,-1,-2,-13,1,9

19	Clc1ccc(-c2nc(C3CCCCC3)no2)cc1
assay / compound,19
CASP6 VEID inh,-2
ARNT-TACC3 inh,-3
LGR2 inh,-14
PAX8 reporter,-144
EWS-Fli inh,-107
SIRT5 inh,-1
DENV2 CPE rescue,-2
